# NOD2 RIPK2 PPI: NOD2-RIPK2 protein interaction inhibition. O43353. CHO BLA complementation NOD2-RIPK2, CCF4 ratio. inhibition, % at 4.98 µM. 360,000 tested, 0.38% active; in the data active = inhibition above about 21%;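 also: 0% = vehicle only and 100% = reference blocker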
# MC4R ag barr: agonists of human melanocortin 4 receptor (MC4R) beta-arrestin; U2OS MC4R beta-arrestin complementation, luminescence; percent of melanotan II response, DMSO zero; 360,000 tested, 0.98% active; AID 540308; activation, % at 8.9 µM; P32245;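 active = activation above a per-plate cutoff, the mean activation of sample wells on that plate plus 3 SD, cut at about 8% in these data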
# Target sequence (P32245 whole entry, looked up): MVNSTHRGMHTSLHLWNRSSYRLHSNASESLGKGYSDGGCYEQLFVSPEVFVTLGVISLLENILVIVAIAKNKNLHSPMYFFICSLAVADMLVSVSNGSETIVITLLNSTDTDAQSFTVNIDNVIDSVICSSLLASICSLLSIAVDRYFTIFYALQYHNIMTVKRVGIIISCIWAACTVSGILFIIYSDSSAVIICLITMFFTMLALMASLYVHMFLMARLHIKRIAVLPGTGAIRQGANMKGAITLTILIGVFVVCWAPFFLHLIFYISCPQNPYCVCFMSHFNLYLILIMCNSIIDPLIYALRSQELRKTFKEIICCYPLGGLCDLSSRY
# ABHD5-PLIN5 inh: inhibitors of human ABHD5-perilipin-5 interaction | Q00G26+Q8WTS1 | Split G. princeps luciferase complementation, luminescence, 4 h | inhibition, % at 4 µM | 360,000 tested, 0.78% active | AID 602281;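 active = inhibition above the mean inhibition across every tested compound plus 3 SD, cut at about 22% in these data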;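 also: 0% = DMSO only wells and the 100% control is not disclosed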
# TLR9-MyD88 block: blocks human TLR9 binding to MyD88; AID 504734; CHO BLA complementation TLR9-MyD88, CCF4 FRET ratio; inhibition, % at 4.98 µM; 340,000 tested, 0.21% active;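 active = inhibition above the mean over all tested compounds plus 3 SD, cut at about 21% in these data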;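 also: 0% = DMSO only wells and 100% = clavulanate BLA inhibitor control wells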
# SRC3 inh: inhibits human SRC3 coactivator. Q9Y6Q9. HEK293 GAL4-SRC3 luciferase reporter, luminescence. inhibition, % at 3.6 µM. 360,000 tested, 0.17% active. AID 588352;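 active = inhibition above a per-campaign cutoff, the mean of all compounds plus 3 SD, cut at about 60% in these data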;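 also: 0% = DMSO-treated cells and 100% = gossypol-treated cells at 36 µM; higher means less SRC3-driven luciferase light from the GAL4 reporter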
# NR5A2 inv ag: inverse agonists of human LRH-1 (NR5A2); O00482; 360,000 tested, 0.13% active; inhibition, % at 3.6 µM; HEK293T StAR-luciferase reporter, LRH-1 transfected, 24 h;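 active = inhibition above the mean inhibition of all tested compounds plus 3 SD, cut at about 73% in these data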;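 also: 0% = DMSO wells and 100% = reporter-only cells lacking LRH-1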
# Target sequence (O00482 whole entry, looked up): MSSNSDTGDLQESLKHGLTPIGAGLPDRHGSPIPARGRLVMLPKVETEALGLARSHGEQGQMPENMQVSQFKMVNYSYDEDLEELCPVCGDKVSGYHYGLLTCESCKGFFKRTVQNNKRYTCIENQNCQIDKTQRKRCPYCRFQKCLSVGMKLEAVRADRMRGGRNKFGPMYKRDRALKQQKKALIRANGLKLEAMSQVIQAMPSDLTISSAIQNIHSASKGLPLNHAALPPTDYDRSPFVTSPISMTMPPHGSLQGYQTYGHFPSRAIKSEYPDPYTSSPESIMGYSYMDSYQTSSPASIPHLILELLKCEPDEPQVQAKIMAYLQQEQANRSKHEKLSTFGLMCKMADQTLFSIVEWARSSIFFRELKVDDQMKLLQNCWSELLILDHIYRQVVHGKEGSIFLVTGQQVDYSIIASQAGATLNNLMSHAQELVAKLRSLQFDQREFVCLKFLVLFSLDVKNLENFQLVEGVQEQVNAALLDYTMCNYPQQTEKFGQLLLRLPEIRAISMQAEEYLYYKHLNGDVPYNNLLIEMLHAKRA
# NR2F2 inh: inhibitors of human COUP-TFII (NR2F2); P24468; HEK293T NGFI-A luciferase reporter, luminescence; inhibition, % at 8.6 µM; 370,000 tested, 0.7% active; AID 686940;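 active = inhibition above a per-plate cutoff, mean inhibition of test wells between control levels plus 3 SD, cut at about 38% in these data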;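 also: cells cotransfected with COUP-TFII expression vector driving the NGFI-A reporter; 0% = median of COUP-TF2 test wells and 100% = reporter-only cells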
# SRC1 inh: inhibits human SRC1 coactivator. 360,000 tested, 0.12% active. HEK293 GAL4-SRC1 luciferase reporter, luminescence. Q15788. inhibition, % at 3.6 µM;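 active = inhibition above the campaign mean plus 3 SD, with each screening campaign given its own cutoff, cut at about 60% in these data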;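 also: 0% = DMSO treated cells and 100% = gossypol at 36 µM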
# SRC2 inh: inhibits human steroid receptor coactivator 2; HEK293 GAL4-SRC2 luciferase reporter, luminescence; inhibition, % at 9 µM; 370,000 tested, 0.17% active;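 active = inhibition above the mean inhibition of all tested compounds plus 3 SD, set per campaign, cut at about 52% in these data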;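 also: 0% = DMSO treated cells and 100% = cells given Gossypol at 36 µM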
# EBV LMP1 NFkB: Epstein-Barr LMP1 NF-kappaB reporter inhibition; LMP1-induced NF-kappaB luciferase reporter cells, luminescence; inhibition, % at 12.5 µM; 350,000 tested, 0.69% active; in the data active = inhibition above about 41%;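 also: 0% = neutral control wells and 100% = reference inhibitor control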
# MC4R antag cAMP: antagonists of human melanocortin 4 receptor (MC4R). P32245. MC4R-expressing cells, MTII-stimulated cAMP, LANCE TR-FRET. inhibition, % at 6.5 µM. 360,000 tested, 0.48% active. AID 540295;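 active = inhibition above its plate's cutoff, the mean of tested wells on that plate plus 3 SD, cut at about 29% in these data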;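 also: 0% = Melanotan II alone and 100% = Melanotan II plus saturating MCL0020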
#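 Material – human MC4R-expressing U2OS cells · Repeats – no replicates · Detection – TR-FRET with Eu-cAMP and labeled anti-cAMP, 671 nm · Times – compound 30 min, challenge 1 h, detection 1 h · Compound – single nominal compound dose of 6.5 µM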
# * hit, by the source's call; · = no result given. Some of the compounds tested (hit frequency here may not be typical).
SMILES,NOD2 RIPK2 PPI,MC4R ag barr,ABHD5-PLIN5 inh,TLR9-MyD88 block,SRC3 inh,NR5A2 inv ag,NR2F2 inh,SRC1 inh,SRC2 inh,EBV LMP1 NFkB,MC4R antag cAMP
Cc1cn([C@H]2C[C@H](O)[C@@H](CNC/C=C/c3ccccc3[N+](=O)[O-])O2)c(=O)[nH]c1=O,9.1,-0.5,-1.3,6.7,-13.2,26.1,14.5,-3.0,-4.8,-1.6,0.7
CCC(=O)N1CCc2cc(S(=O)(=O)N3CCN(c4cc(C)ccc4C)CC3)ccc21,4.4,1.7,-11.8,2.6,-0.2,-26.3,·,-20.1,·,-1.9,4.1
CC(=O)c1cccc(NC(=O)Cn2cc3c(n2)CCCC3)c1,-11.1,-2.1,1.9,4.8,8.8,5.9,-9.0,4.9,18.0,-0.5,7.7
CN1CC(=O)N(CC(=O)Nc2ccc(OCc3ccccc3)cc2)C1=O,-11.6,-0.7,1.7,-3.5,-47.3,29.8,-2.8,-10.6,-2.6,-9.6,1.2
CC1(C(=O)NCc2cccc3ccccc23)CCN1Cc1ccc(OC(F)(F)F)cc1 (configuration not stated),0.6,0.7,-0.8,·,7.2,17.5,3.4,7.6,-14.2,·,13.3
C#CCOCCOCCOCCNc1nc(N2CCN(C(=O)[C@H](CCCCN)n3cc(CN)nn3)CC2)nc(N2CCN(C(=O)[C@H](CCCCN)n3cc(CN)nn3)CC2)n1,-6.8,0.3,5.7,5.3,10.9,4.3,-6.6,-5.5,-15.8,1.0,5.4
CCOC(=O)c1sc(NC(=O)CCC(=O)O)nc1C,-2.7,-1.8,5.7,2.0,2.1,9.7,6.8,9.9,-3.0,4.8,2.2
Cc1ccc(C)c(NC(=S)NNC(=O)c2csc(C)c2)c1,4.8,-2.6,-10.2,4.8,9.4,-14.4,-6.9,-42.3,-0.2,1.0,3.6
CCc1ccc(Nc2nnc(SCC(=O)N(C)CC(=O)Nc3ccccc3CC)s2)cc1,10.2,-2.4,4.1,-2.4,10.1,9.6,-8.9,9.0,-7.8,-7.4,10.6
COC(=O)C1CN(S(=O)(=O)c2ccc(NC(C)=O)cc2)CCS1 (configuration not stated),1.0,0.6,1.7,1.4,-9.2,-8.2,-27.3,-9.0,-13.7,-4.2,1.7
Cc1nn(CC#N)c(=O)n1N(C)c1ncc(C(F)(F)F)cc1Cl,-0.2,0.0,1.6,10.7,24.4,7.8,8.2,6.9,4.1,-0.3,3.8
CCOc1cc(CNc2ncc(-c3ccc(OC)cc3)n2C)ccc1O,-0.1,-2.5,-1.7,1.9,2.6,22.8,8.9,-12.7,4.6,-2.5,-1.1
Cc1cc(-c2c(C)n([O-])c(C)c(C)[n+]2=O)ccc1F,4.1,-0.4,1.8,-15.9,8.4,-4.8,-2.9,-0.8,16.9,-11.9,6.9
COc1cc(NC(=O)c2cccs2)ccc1NC(=O)Cc1ccccc1,-13.7,-2.3,-7.3,-1.4,-13.5,-24.2,-12.8,-4.3,-0.5,0.7,4.9
COc1ccccc1C1C2=C(CC(C)(C)CC2=O)N(CC(=O)O)C2=C1C(=O)CC(C)(C)C2,2.8,-1.0,0.9,1.1,7.6,-7.5,11.5,6.4,-8.3,0.4,6.3
Cc1cccc2cc(CN(Cc3cccs3)C(=S)NCc3ccco3)c(=O)[nH]c12,-5.2,-2.1,3.0,-0.7,9.6,15.8,-9.4,-3.0,-31.9,-24.7,-1.1
O=C(NC1CS(=O)(=O)CC1NCc1ccccc1)c1ccccc1 (configuration not stated),4.6,0.9,-0.6,-4.8,-6.3,-19.5,-5.3,4.8,10.3,1.6,12.3
COc1cc(OC)c(C(=O)NC2CCCc3ccccc32)cc1OC (configuration not stated),-5.4,-1.0,5.2,6.7,-6.9,-14.2,-1.9,11.7,-9.9,8.8,13.4
Cc1c(C(=O)OCC(=O)N(C)C2CCS(=O)(=O)C2)oc2ccc(Br)cc12 (configuration not stated),-7.4,-0.2,-0.3,4.1,-0.8,7.5,3.0,-1.6,-2.4,6.6,-1.1
CCc1ccc(/C=N/NC(=O)c2cc(-c3cccc([N+](=O)[O-])c3)n[nH]2)cc1,-6.6,6.9,8.0,-8.2,18.2,25.3,1.4,-10.7,7.1,8.0,-15.3
CCOC(=O)C1(Cc2ccccc2C)CCCN(C(=O)CCc2c(C)noc2C)C1 (configuration not stated),2.5,-4.4,-8.9,-9.7,0.0,1.8,-0.7,-8.2,-22.1,1.1,5.2
C/C(=N\NC(=O)c1ccccc1OCCOc1ccccc1)c1ccccc1F,10.8,0.5,12.3,5.5,-0.5,18.2,5.0,11.1,7.8,8.9,10.6
COc1cc(Cn2c3ccc(NC(=O)CC(C)C(F)(F)F)cc3c(=O)n2C)ccc1F (configuration not stated),6.5,-1.3,-7.8,·,1.1,8.7,13.6,12.8,3.1,·,5.1
O=C(COC(=O)/C=C/c1ccccc1Cl)NC1CC1,-8.4,-1.5,-2.6,-5.3,11.7,0.6,11.9,-5.5,-17.2,3.9,3.1
O=C(CN(C(=O)c1csnn1)c1ccccc1)NCCc1ccccc1,-15.1,-1.6,-4.3,-3.3,3.0,-0.2,-13.9,7.4,-24.6,4.4,8.1

# Taken from the entries so far (four entries):
SMILES,NOD2 RIPK2 PPI,MC4R ag barr,ABHD5-PLIN5 inh,TLR9-MyD88 block,SRC3 inh,NR5A2 inv ag,NR2F2 inh,SRC1 inh,SRC2 inh,EBV LMP1 NFkB,MC4R antag cAMP
CCOc1cc(CNc2ncc(-c3ccc(OC)cc3)n2C)ccc1O,-0.1,-2.5,-1.7,1.9,2.6,22.8,8.9,-12.7,4.6,-2.5,-1.1
Cc1cc(-c2c(C)n([O-])c(C)c(C)[n+]2=O)ccc1F,4.1,-0.4,1.8,-15.9,8.4,-4.8,-2.9,-0.8,16.9,-11.9,6.9
COc1cc(NC(=O)c2cccs2)ccc1NC(=O)Cc1ccccc1,-13.7,-2.3,-7.3,-1.4,-13.5,-24.2,-12.8,-4.3,-0.5,0.7,4.9
COc1ccccc1C1C2=C(CC(C)(C)CC2=O)N(CC(=O)O)C2=C1C(=O)CC(C)(C)C2,2.8,-1.0,0.9,1.1,7.6,-7.5,11.5,6.4,-8.3,0.4,6.3

# (further entries)
SMILES,NOD2 RIPK2 PPI,MC4R ag barr,ABHD5-PLIN5 inh,TLR9-MyD88 block,SRC3 inh,NR5A2 inv ag,NR2F2 inh,SRC1 inh,SRC2 inh,EBV LMP1 NFkB,MC4R antag cAMP
CCN1CCN(S(=O)(=O)c2ccc(Cl)c(C(=O)NC(C)(C)C)c2)CC1,11.7,-2.3,-4.8,0.8,-1.6,1.0,7.5,-9.6,0.8,0.8,5.7
COc1cccc(C(C)(O)c2nc(-c3ccc(N(C)C)cc3)cs2)c1 (configuration not stated),-0.1,-0.1,-5.3,·,-9.1,10.1,54.7*,13.2,15.1,·,10.2
Oc1oc(-c2cccc3ccccc23)nc1/C=N/c1nccs1,-13.7,3.0,2.1,16.0,19.1,-20.3,-14.8,-8.8,12.8,-2.5,7.7
O=C1C2CC=CCC2C(=O)N1c1cccc(OS(=O)(=O)c2ccc3ccccc3c2)c1 (configuration not stated),-11.7,-2.2,1.4,-6.3,3.5,13.8,24.7,6.3,-2.2,7.5,4.6
COC(=O)c1ccc(/C=C2\CCn3c2nc2cc(C(=O)O)ccc2c3=O)cc1,-13.8,0.2,0.3,-3.0,-7.8,13.2,·,2.9,·,5.2,12.5
Nc1nc(SCC(=O)N2CCCCC2)[nH]c(=O)c1NC(=O)c1ccccc1F,-4.3,-1.9,0.3,2.7,-7.1,12.0,2.1,-1.4,9.2,-0.7,9.7
O=C1/C(=C/c2cccnc2)CC/C1=C\c1cccnc1,-17.2,-1.8,41.7*,-5.6,8.0,11.2,-3.3,-36.2,9.0,-2.0,15.0
Cc1occc1-c1nnc(SCC(=O)NC2CCCC2)n1C,8.4,1.2,-3.0,-2.9,9.9,-10.2,-16.0,-4.7,-10.8,-1.6,18.0
Cc1nnc(NC(=O)CSc2nnc(CNC(=O)c3ccc(F)cc3)o2)s1,3.7,3.1,-1.0,-0.2,16.2,9.6,5.8,-17.9,-11.5,-1.5,-8.0
O=C(O)CSCC(=O)N1CCCN(c2nc3ccc(Cl)cc3s2)CC1,-6.3,-3.2,8.7,7.9,11.7,-7.9,3.6,1.4,-15.6,-1.6,6.0
CCN(CC)S(=O)(=O)c1ccc(-c2csc(C)n2)cc1,-0.4,-4.4,-5.0,0.4,-17.1,-3.9,5.8,-11.2,-2.3,-5.8,6.4
CC(C)C(=O)NC(=O)[C@@H]1CCCN1C(=O)/C=C/c1ccccc1,-3.7,-0.4,5.6,1.7,3.8,-0.7,7.7,-1.2,-28.5,0.4,3.4
O=C(NCC1CCCO1)c1nc(Cn2ccc([N+](=O)[O-])n2)no1 (configuration not stated),-6.3,-1.0,3.1,0.5,9.9,-0.7,0.0,2.5,-48.2,-2.3,9.4
COC(=O)c1ccc2nc(-c3cccc(Cl)c3)c(Cc3cccc(Cl)c3)n2c1,0.7,·,-0.4,·,·,-27.4,-22.6,·,-42.8,·,·
O=c1[nH]cnc2sc3c(c12)CCC3,-1.9,0.7,1.1,-4.3,7.9,-0.5,9.8,-53.0,-16.3,3.3,11.5
O=c1c2ccccc2nc(SCc2ccc([N+](=O)[O-])cc2)n1-c1ccc(Cl)cc1,1.0,-2.2,-2.0,0.8,-7.6,13.6,-14.6,2.5,-10.8,0.2,-8.1
Cc1ccc(S(=O)(=O)[N-]c2nc3ccccc3nc2-[n+]2cc(C)cc(C)c2)cc1,-2.3,-2.9,5.0,-0.3,6.5,4.2,0.0,-36.2,10.7,-19.9,-4.4
COc1ccc(C(=O)n2nc(-c3ccco3)nc2SC)cc1OC,-8.2,-1.6,0.4,-2.4,6.5,0.6,-2.1,-0.9,-22.1,5.8,3.1
Cn1c2cc(Br)sc2c2cnn(Cc3ccc(F)cc3F)c(=O)c21,8.0,0.0,6.4,-6.4,11.9,16.8,2.8,-4.2,-16.1,-2.0,-3.8
O=C(NCCN1CCN(C(=O)c2ccc(F)cc2)CC1)C(=O)NCc1ccccc1,-6.9,-2.6,2.2,2.0,2.7,0.0,-5.2,2.9,-11.6,-5.1,5.4
CC1(c2cccc([N+](=O)[O-])c2)CC(C)(C)N(C(=O)c2ccccc2)c2ccccc21 (configuration not stated),-1.2,-2.0,1.1,1.4,6.9,15.0,-2.2,-33.0,-14.1,15.0,0.9
S=c1[nH]nc(C(c2ccccc2)C2CCCCC2)o1 (configuration not stated),-13.5,-0.2,-5.4,0.2,-8.1,9.2,12.3,7.8,-26.3,-1.7,29.6*
CCOc1ccc(S(=O)(=O)N2CCN(C(=O)c3oc4ccccc4c3C)CC2)cc1,-8.5,-0.8,0.6,-1.7,7.4,14.7,-16.7,-3.9,12.9,-8.5,4.1
CCNC(=S)Nc1cc(OC)c(NC(=O)c2ccco2)cc1OC,-4.4,-3.5,1.3,4.3,8.8,-1.7,-9.6,1.8,18.1,-6.9,4.2
O=P(CCCCCCCCCP(=O)(c1ccccc1)c1ccccc1)(c1ccccc1)c1ccccc1,21.7*,5.4,23.1*,2.9,-8.0,18.3,21.9,12.5,14.9,-3.2,9.4
